Assay outcomes (PubChem)
PV pol inh: poliovirus RdRp elongation inhibitors, primary screen, biochemical, fluorescence polarization, total intensity; poliovirus polymerase elongation; stronger effect = lower value; % elongation, % (compound at 16.7 µg/mL); 0.66% of 150,000 active; AID 588519, 2011; in the data active = % elongation below about 90%; also: some results filed as inactive read as strong as hits
Target sequence (P03300 1749-2209 limits assumed): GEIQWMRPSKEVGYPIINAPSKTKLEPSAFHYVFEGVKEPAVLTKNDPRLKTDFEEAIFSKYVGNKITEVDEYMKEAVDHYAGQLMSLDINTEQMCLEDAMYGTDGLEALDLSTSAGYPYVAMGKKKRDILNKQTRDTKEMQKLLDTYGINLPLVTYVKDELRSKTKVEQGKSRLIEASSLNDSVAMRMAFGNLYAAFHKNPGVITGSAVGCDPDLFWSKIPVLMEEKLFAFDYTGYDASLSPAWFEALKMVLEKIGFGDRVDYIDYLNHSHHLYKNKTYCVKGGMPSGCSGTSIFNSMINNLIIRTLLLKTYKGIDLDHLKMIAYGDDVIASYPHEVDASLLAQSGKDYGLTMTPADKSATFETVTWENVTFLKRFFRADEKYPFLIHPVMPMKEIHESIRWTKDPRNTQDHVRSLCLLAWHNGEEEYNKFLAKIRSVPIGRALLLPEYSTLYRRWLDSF
PV pol inh FP z-score: also measured in PV pol inh; calls as there; z-score; measured here: FP z-score; hits read low
* marks the source's active call; other numbers are inactive results; & = joins results of further samples. Some of the compounds tested. The share of hits here may be higher or lower than overall.

SMILES	PV pol inh	PV pol inh FP z-score
O=C(O)c1ccc(C(F)(F)F)cc1C(F)(F)F	105	0.2
Cc1cc(N/N=C/C2=C(N3CCOCC3)C(=C\c3ccc(Cl)cc3Cl)/CC2)n[nH]1	105	0.4
NS(=O)(=O)c1ccc(NC(=O)Cc2ccccc2F)cc1	105	0.3
COc1cccc(NC(=O)CN2C(=O)CC(c3ccco3)Sc3ccccc32)c1 (stereo not drawn)	106	0.5
CCc1cccc(C)c1NS(=O)(=O)c1ccc2c(c1)CC(C)N2C(=O)C1CC1 (stereo not drawn)	111	0.6
COc1ccccc1NC(=O)CSc1ccc(-c2sc(C)nc2C)nn1	108	0.2
c1ccc2c(c1)CCC/C2=N\NC1=NCCN1	98	-0.9
CC1(COc2ccc(CC3SC(=O)NC3=O)cc2)CCCCC1 (stereo not drawn)	103&101	0.7&0.3
CCc1ccc(NC(=O)N2CCN(c3nnc(C)c4c(C)n(-c5ccc(Cl)cc5)nc34)CC2)cc1	99	-0.5
CNS(=O)(=O)c1cccc(C(=O)NC2CCCc3ccccc32)c1 (stereo not drawn)	106	0.5
Cc1c(C(=O)N2CCN(C)CC2)oc2c1C(=O)CC(C)(C)C2	101	-0.1
O=C1CC(c2ccco2)CC(O)=C1C=NCC1NCCc2ccccc21 (stereo not drawn)	109	0.8
OCC1CCCN1Cc1ccccc1C(F)(F)F (stereo not drawn)	102	0.7
Cc1ccccc1Oc1ccc(CN)cc1	102	-0.1
C=CCN(c1ccc(C(=O)Nc2ccc(OC)cc2OC)cc1)S(C)(=O)=O	102	0.9
COc1nc(SC)nc2sc3c(c12)CCC3	101	0.2
O=C(O)CNC(=O)c1ccc(Cl)c(Cl)c1	102	0
O=C(OCc1ccc2c(c1)OCO2)c1c(F)cccc1Cl	102	0.6
Cc1ccc2c(c1)N(Cc1cccc(C(F)(F)F)c1)C(=O)C(C)O2 (stereo not drawn)	101	-0.2
O=C(Nc1ccc(F)cc1)[C@@H](c1ccccc1)N1Cc2ccccc2C1=O	107	0.6
NC(=O)c1cc(S(=O)(=O)N2CCN(c3ccc(F)cc3)CC2)cs1	109	0.4
CCNC(=O)c1c(O)c2cccc3c2n(c1=O)CC3	105	1.9
O=S(=O)(/C=C/c1ccccc1)N1CCOCC1	101	0.1
CCn1c(SCc2nnc(-c3ccccc3)o2)nnc1-c1ccccc1	104	0.2
CCOC(=O)c1sc2nc(CNC(C)C)nc(NC(C)C)c2c1C	91	-1
CC(C)NC(=O)CCCc1ccccc1	101	-0.1
CCCC(=O)n1nc(-c2cccnc2)nc1NCc1ccc(OC)cc1	103	-0.7
CNC(=O)c1cc(S(=O)(=O)N2CC(C)OC(C)C2)ccc1N1CCOCC1 (stereo not drawn)	102	0
O=S(=O)(c1cccc(C(F)(F)F)c1)N1CCCCC1	98	-0.8
CC1=C(C(=O)Nc2cccc(F)c2)C2(CCCCCC2)OC1=O	103	-0.6
Cc1cccn2c(=O)c3cc(C(=O)N4CCN(C)CC4)c(=N)n(Cc4cccnc4)c3nc12	100	-0.3
COc1ccc(NC(=O)c2c(C)oc3ccc(O)c(CN4CCCC(C)C4)c23)cc1Cl (stereo not drawn)	109	0.6
CC(=O)Nc1ccc(/C=N/NC(=S)Nc2cccnc2)cc1	99	-0.3
COc1ccccc1NC(=O)Nc1ccc2c(c1)nc(C)n2C	104	0.9
CC(C)(C)c1nc(C#N)c(N2CCC(C(N)=O)CC2)o1	104	0.1
CC(C)(C)OC(=O)NN=C1CCCC1	102	0.2
COC(=O)c1cc(COC(=O)c2ccc(Cl)cc2)oc1C	103	-0.3
Cc1cc(C)cc(-n2c(SCC(=O)N3CCCC3)nc3c([nH]c4ccccc43)c2=O)c1	111	0.9
O=C(OCN1C(=O)c2ccccc2C1=O)c1ccc(-n2cnnn2)cc1	98	-0.3
COc1ccc(-c2noc(CC(=O)NC3CC3)n2)cc1	102	0.1
CCOC(=O)c1oc2ccc(Br)cc2c1CSc1nnc(N)s1	97	-1
Cc1ccccc1-c1noc(-c2ccccc2OCC(=O)Nc2ccccc2[N+](=O)[O-])n1	112	1
CCOCCCNC(=O)CCc1nnc2ccc(N3CCN(c4cccc(OC)c4)CC3)nn12	116	0.1
Cn1cnnc1SCC(=O)N(CC1CCCO1)c1nc(-c2ccc(Br)cc2)cs1 (stereo not drawn)	106	0.4
CCCCc1cc(O)c(CCCC)c(O)c1	103	0.4
CC(C)n1c(NCc2ccccc2)nc2ccccc21	103	-0.2
COCCn1c(C)cc(C(=O)CSc2nc(-c3ccccc3)cs2)c1C	100	0
COC(=O)c1sc(NC(C)=O)nc1C	99	-1
O=[N+]([O-])c1cc(-c2nc(-c3ccccc3)no2)ccc1N1CCN(c2ccccc2)CC1	109	0.3
NC(=O)COC(=O)CC1CC2CCC1C2 (stereo not drawn)	102	0.1
CN(C)C=Nc1cc(Cl)c(-n2cccc2)cc1Oc1ccc(Cl)cc1	107	0.3
COc1cccc(NC(=O)C2CC(=O)N(c3ccc(Br)cc3)C2)c1 (stereo not drawn)	108	0.8
Cc1csc(N(C)C(=O)CSc2nnc(COc3cccc4ccccc34)o2)n1	105	0.7
CCc1ccc(NC(=O)Cn2nc(SC)c(S(=O)(=O)c3ccc(OC)cc3)c2N)cc1	109	0.4
Cc1ccc(NC(=O)CCCc2nnc3n(C)c(=O)c4sccc4n23)cc1C	124	0.9
COC(=O)c1ccc(CSc2nc3ccc(Cl)cc3[nH]2)o1	105	0.4
CC(CNC(=O)Cn1ccc2cc(S(=O)(=O)N3CCCCC3)ccc21)c1ccccc1 (stereo not drawn)	105	-0.8
O=C(c1ccc(Cn2c(=S)[nH]c3cc4c(cc3c2=O)OCO4)cc1)N1CCN(c2ncccn2)CC1	99	-0.6
Cc1ccc(-c2cn3cccnc3n2)cc1NC(=O)c1ccccc1	102	0.4
O=C(c1ccccc1NS(=O)(=O)c1ccc(F)cc1)N1CCCCC1	103	0.3

Compounds above that have a COOH group (2):
SMILES	PV pol inh	PV pol inh FP z-score
O=C(O)c1ccc(C(F)(F)F)cc1C(F)(F)F	105	0.2
O=C(O)CNC(=O)c1ccc(Cl)c(Cl)c1	102	0

(continued)
SMILES	PV pol inh	PV pol inh FP z-score
Cc1nc(/N=C(\NC(=O)c2ccccc2)Nc2ccccc2)[nH]c(=O)c1C	101	0.3
COC(=O)CC(N)c1ccc(Cl)cc1 (stereo not drawn)	103	0.2
Oc1c(C(c2cccc(Cl)c2)N2CCOCC2)sc2nc(-c3ccco3)nn12 (stereo not drawn)	105	-0.2
CCC(C)NC(=O)CSc1nnc(Nc2ccc(C(C)C)cc2)s1 (stereo not drawn)	101	-0.3
CCc1ccc(NC(=O)c2ccc(NS(=O)(=O)c3c(C)noc3C)cc2)cc1	101	-1.7
CNC(=O)C1=C(C)NC(=O)NC1c1cccs1 (stereo not drawn)	100	-0.3
O=C(OCn1nnc2ccccc2c1=O)c1ccc(S(=O)(=O)N2CCOCC2)cc1	104	1.6
O=C(NCc1ccccc1Cl)C1CCCN1C(=O)NCc1ccccc1 (stereo not drawn)	101	-0.5
CCOC(=O)C1(c2ccc(OC)cc2)CCOCC1	102	0.3
Cc1ccc(C(=O)Nc2cc(-c3cn4cccnc4n3)ccc2C)cc1C	102	-0.1
Cc1c2c(=O)n(-c3ccccc3)[nH]c2cc(=O)n1CC1CCCO1 (stereo not drawn)	100	-1
COc1ccccc1N1CCN(S(=O)(=O)CCNC(=O)c2cc(=O)c3ccccc3o2)CC1	106	-0.3
CCOc1ccc(OCC)c(S(=O)(=O)N2CCN(c3cccc(C)c3C)CC2)c1	104	0
O=c1[nH]c(Cn2c(-c3cncs3)nc3ccccc32)nc2ccccc12	101	-0.2
Cc1ccc(S(=O)(=O)c2nnn3c2nc(Nc2ccc(C(C)C)cc2)c2sccc23)cc1C	106	0
Cn1c(=O)n(-c2ccc3c(c2)OCO3)c2nc(-c3ccc(Cl)cc3)nc(C(N)=O)c21	104	-0.8
CSc1cccc(NS(=O)(=O)c2ccccc2)c1	101	-0.4
COc1ccc2c(C)cc(SCc3nc4ccccc4c(=O)n3CC#N)nc2c1	116	2.4
CCc1ccc2c(c1)NC(c1ccc(F)cc1)=NC(c1ccncc1)=N2	112	1.4
CN(C)C1(CNC(=O)c2ccc3c(c2)SC2=NS(=O)(=O)CCN23)CCCCC1	103	0.1
Cc1ccc(S(=O)(=O)N2CCN(C(=O)C3CCC(=O)N3)CC2)cc1 (stereo not drawn)	102	-0.1
O=C(Nc1cccc(-n2cnnn2)c1)C1CCCN1C(=O)c1cccs1 (stereo not drawn)	103	0.2
O=C(NCc1cccs1)c1cc(=O)n(Cc2ccc(Cl)cc2)c2ccccc12	100	-0.7
COc1ccc(-n2ncc(C(=O)NCc3ccc(-c4cccs4)cc3)c2C)cc1	104	0.2
CCc1nnc2c3ccccc3nc(-c3ccncc3)n12	104	0.5
CC(NC(=S)NCCc1ccc(S(N)(=O)=O)cc1)C12CC3CC(CC(C3)C1)C2 (stereo not drawn)	101	-0.1
CCOC(=O)Nc1nc2ccc(C)cc2s1	100	-0.4
Cc1csc(NC(=O)c2ccc(S(=O)(=O)N3CCc4ccccc4C3)cc2)n1	110	0.1
CCNc1cccc(C)c1	101	0
CS(=O)(=O)c1ccccc1C(=O)N1CCN(Cc2ccccc2)CC1	101	-0.3
CCc1ccccc1NC(=O)C1CCCN1S(=O)(=O)c1ccc2c(c1)n(C)c(=O)c(=O)n2C (stereo not drawn)	102	0.8
O=C(Cc1ccc(Cl)cc1)Nc1ccc2oc(-c3ccc(F)cc3)nc2c1	105	0
CCOc1ccc(/C=C/c2nc(C#N)c(N(C)C)o2)cc1	118	2.3
COc1ccccc1NC(=O)N1CCN2C(=O)c3ccccc3C12c1ccccc1 (stereo not drawn)	103	0.4
Cn1c(=O)[nH]c2cc(-c3noc(-c4ccc(C#N)cc4)n3)ccc21	105	-0.5
CCCCN1C(=O)c2ccc(C(=O)Nc3c(N)n(CCCC)c(=O)n(C)c3=O)cc2C1=O	104	0.3

Complete entries, quoted from the list. Values in the order: PV pol inh, PV pol inh FP z-score
COC(=O)c1sc(NC(C)=O)nc1C is listed with 99, -1
CC(NC(=S)NCCc1ccc(S(N)(=O)=O)cc1)C12CC3CC(CC(C3)C1)C2 (stereo not drawn) is listed with 101, -0.1
COc1cccc(NC(=O)C2CC(=O)N(c3ccc(Br)cc3)C2)c1 (stereo not drawn) is listed with 108, 0.8
Oc1c(C(c2cccc(Cl)c2)N2CCOCC2)sc2nc(-c3ccco3)nn12 (stereo not drawn) is listed with 105, -0.2
CC(=O)Nc1ccc(/C=N/NC(=S)Nc2cccnc2)cc1 is listed with 99, -0.3

The listing picks up with the three entries that preceded the break.
SMILES	PV pol inh	PV pol inh FP z-score
COc1ccccc1NC(=O)N1CCN2C(=O)c3ccccc3C12c1ccccc1 (stereo not drawn)	103	0.4
Cn1c(=O)[nH]c2cc(-c3noc(-c4ccc(C#N)cc4)n3)ccc21	105	-0.5
CCCCN1C(=O)c2ccc(C(=O)Nc3c(N)n(CCCC)c(=O)n(C)c3=O)cc2C1=O	104	0.3
COc1cc(NC(=O)CCCOc2cc(=O)n(C)c3ccccc23)cc(OC)c1OC	98	-2.2
CCCn1c(SCc2cc(=O)oc3ccc4ccccc4c23)n[nH]c1=O	100	-0.3
N#CC1C(C#N)N2CCCN2C1c1ccc(Cl)cc1 (stereo not drawn)	101	-0.2
O=C(CSc1ncc2c(n1)-c1ccccc1N(Cc1ccc(Cl)cc1)S2(=O)=O)c1ccccc1	108	0.1
CN1C=NC2C1C(=O)N(CCn1c(=O)c3c(ncn3C)n(C)c1=O)C(=O)N2C (stereo not drawn)	100	-0.4
COc1ccc(C2CC(=O)c3cnc(NCCN4CCOCC4)nc3C2)cc1 (stereo not drawn)	101	0.1
O=C(Cn1c(=O)oc2cc(S(=O)(=O)N3CCCC3)ccc21)Nc1cccnc1	103	-0.1
c1ccc(CNc2nnnn2-c2ccccc2)cc1	101	-0.6
CCCCc1nn2c(=O)cc(COC(=O)c3cccc(Cl)c3)nc2s1	102	-0.7
NC(=O)c1oc2ccccc2c1NC(=O)C1COc2ccccc2O1 (stereo not drawn)	100	0
COCc1nn2cc(-c3ccc(Br)cc3)nc2s1	100	-1.1
CCCNC(=O)C1CCCN1 (stereo not drawn)	101	0

3 entries from above, with bars between the fields.
Compound | PV pol inh | PV pol inh FP z-score
COc1cc(NC(=O)CCCOc2cc(=O)n(C)c3ccccc23)cc(OC)c1OC | 98 | -2.2
CCCn1c(SCc2cc(=O)oc3ccc4ccccc4c23)n[nH]c1=O | 100 | -0.3
N#CC1C(C#N)N2CCCN2C1c1ccc(Cl)cc1 (stereo not drawn) | 101 | -0.2

(next part)
SMILES	PV pol inh	PV pol inh FP z-score
CN(C)/C=N/c1sc2c(c1C#N)CCCC2	102	0.1
CC(C(=O)Nc1ccccc1)N(c1nccs1)S(=O)(=O)c1ccccc1 (stereo not drawn)	109	1
COc1ccc(NC(=O)CSC2=Nc3ccccc3C3=NC(CC(=O)NCc4ccccc4OC)C(=O)N23)cc1Cl (stereo not drawn)	112	0.1
O=C(c1ccc2c(c1)N(Cc1ccc(Cl)cc1)C(=O)c1ccccc1S2(=O)=O)N1CCc2ccccc21	106	0.2
CN(C(=S)Nc1cccnc1)c1ccc(O)cc1	99	-0.4
N#C/C(=C\c1ccc(-c2ccccc2C(=O)O)o1)c1nc2ccccc2[nH]1	129	4.7
O=C1COc2cc(S(=O)(=O)NCc3ccco3)c(Cl)cc2N1	104	-0.8
CN(C)CCOC(=O)CC12CC3CC(C1)CC(CC(=O)OCCN(C)C)(C3)C2	105	0.9
Cc1cc(C)cc(N2C(=O)CC(n3ccnc3)C2=O)c1 (stereo not drawn)	104	0.4
O=C(O)CC1SC(=Nc2cccc(C(F)(F)F)c2)NC1=O (stereo not drawn)	99	-0.7
